BAZ2B block = inhibitors of human BAZ2B bromodomain; AlphaScreen BAZ2B-H3K14Ac peptide displacement; Potency, µM (titrated, usually from 114 µM), for inactives: top-dose activity change, negative = inhibition, actives largely listed as inhibitors; 360,000 compounds, 4.4% hits; also: % is scaled to controls: 0 for no effect and ±100 for the full control effect; nearly all actives have a fitted effect of over 60% in size
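BAZ2B (50 nM) with biotin-H3(5-23)K14Ac peptide (50 nM) in PBS pH 7.4, 0.01% Tween-20, preformed 30 min, then compound 30 min at room temperature; top concentration 110uM. AlphaScreen streptavidin donor/nickel chelate acceptor beads (10 ug/mL final), 20 min dark, signal read.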
Pin1 inh = blocks the human prolyl isomerase Pin1; Q13526; Pin1 FP peptide displacement, HiFluor488, 10 min; Potency, µM (doses to about 115 µM), inactives show at the top dose activity, negative = inhibition, hits mostly inhibitors; 390,000 compounds, 0.009% hits; active = well fitted inhibition curve with a large enough effect in the polarisation, with a control signal flat, not every such curve was filed as active; inconclusive = small, poorly fitted or top-dose-only effect, or effect the other way, or a change in a side signal; inactive = no such curve, though single readings can be large or run the other way; the % refers to the polarisation; also: % is scaled to controls: 0 for no effect and ±100 for the full control effect
HP1b binding inh = inhibitors of HP1-beta chromodomain binding to methylated histone tails | P83916 | AlphaScreen HP1-beta / biotin-H3K9me3 peptide binding | Potency, µM (highest dose often 114 µM), without a hit: at the highest dose activity change, negative = inhibition, usual class: inhibitors | 390,000 compounds, 0.56% hits; also: nearly all actives have a fitted effect of over 70% in size; inactives centre near 23
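Compound inhibition of the preformed complex between 50 nM HP1-beta and 50 nM biotinylated H3K9me3 peptide was read by AlphaScreen. Buffer was PBS pH 7.4 with 0.01% Tween-20. Incubations ran 30 min at room temperature, with 10 ug/mL donor/acceptor beads.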
Pol iota inh = blocks human DNA polymerase iota activity; Q9UNA4; Pol iota fluorescent replication assay, 10 min; Potency, µM (top dose mostly 115 µM), for inactives: top-dose activity, negative = inhibition, usual class: inhibitors; 390,000 compounds, 1% hits
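Fluorescent replication assay read twice, at 0 min and 10 min after adding 50 nM (final) substrate. Enzyme (10 nM) and compounds were first incubated 15 min at room temperature; enzyme-free buffer wells were negative controls.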
GLS inhibitor = glutaminase GLS (human) inhibition | GLS enzymatic activity, qHTS titration | Potency, µM (titrated, usually from 45.5 µM), without a hit: at the highest dose activity change, negative = inhibition, hits mostly inhibitors | 410,000 compounds, 0.21% hits; also: % is scaled to controls: 0 for no effect and ±100 for the full control effect
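Read-out is an Amplex red fluorescence increase coupled through glutamate oxidase and HRP, measured before and after 30 min room-temperature incubation. hKGA is in 45 mM KH2PO4 (pH 8.2) with 0.02% Tween-20; glutamine added as 1mM solution.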
BLM helicase inh = inhibitors of human Bloom syndrome helicase BLM; 350,000 compounds, 0.2% hits; Potency, µM (highest dose often 56.1 µM), for the others: at the highest dose activity change, negative = inhibition, hits mostly inhibitors; P54132; recombinant BLM DNA unwinding, fluorescence dequenching;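 also: plate controls were vehicle for no effect and no enzyme for full effect; nearly all actives have a fitted effect of over 35% in size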
Target sequence (P54132 whole entry, looked up): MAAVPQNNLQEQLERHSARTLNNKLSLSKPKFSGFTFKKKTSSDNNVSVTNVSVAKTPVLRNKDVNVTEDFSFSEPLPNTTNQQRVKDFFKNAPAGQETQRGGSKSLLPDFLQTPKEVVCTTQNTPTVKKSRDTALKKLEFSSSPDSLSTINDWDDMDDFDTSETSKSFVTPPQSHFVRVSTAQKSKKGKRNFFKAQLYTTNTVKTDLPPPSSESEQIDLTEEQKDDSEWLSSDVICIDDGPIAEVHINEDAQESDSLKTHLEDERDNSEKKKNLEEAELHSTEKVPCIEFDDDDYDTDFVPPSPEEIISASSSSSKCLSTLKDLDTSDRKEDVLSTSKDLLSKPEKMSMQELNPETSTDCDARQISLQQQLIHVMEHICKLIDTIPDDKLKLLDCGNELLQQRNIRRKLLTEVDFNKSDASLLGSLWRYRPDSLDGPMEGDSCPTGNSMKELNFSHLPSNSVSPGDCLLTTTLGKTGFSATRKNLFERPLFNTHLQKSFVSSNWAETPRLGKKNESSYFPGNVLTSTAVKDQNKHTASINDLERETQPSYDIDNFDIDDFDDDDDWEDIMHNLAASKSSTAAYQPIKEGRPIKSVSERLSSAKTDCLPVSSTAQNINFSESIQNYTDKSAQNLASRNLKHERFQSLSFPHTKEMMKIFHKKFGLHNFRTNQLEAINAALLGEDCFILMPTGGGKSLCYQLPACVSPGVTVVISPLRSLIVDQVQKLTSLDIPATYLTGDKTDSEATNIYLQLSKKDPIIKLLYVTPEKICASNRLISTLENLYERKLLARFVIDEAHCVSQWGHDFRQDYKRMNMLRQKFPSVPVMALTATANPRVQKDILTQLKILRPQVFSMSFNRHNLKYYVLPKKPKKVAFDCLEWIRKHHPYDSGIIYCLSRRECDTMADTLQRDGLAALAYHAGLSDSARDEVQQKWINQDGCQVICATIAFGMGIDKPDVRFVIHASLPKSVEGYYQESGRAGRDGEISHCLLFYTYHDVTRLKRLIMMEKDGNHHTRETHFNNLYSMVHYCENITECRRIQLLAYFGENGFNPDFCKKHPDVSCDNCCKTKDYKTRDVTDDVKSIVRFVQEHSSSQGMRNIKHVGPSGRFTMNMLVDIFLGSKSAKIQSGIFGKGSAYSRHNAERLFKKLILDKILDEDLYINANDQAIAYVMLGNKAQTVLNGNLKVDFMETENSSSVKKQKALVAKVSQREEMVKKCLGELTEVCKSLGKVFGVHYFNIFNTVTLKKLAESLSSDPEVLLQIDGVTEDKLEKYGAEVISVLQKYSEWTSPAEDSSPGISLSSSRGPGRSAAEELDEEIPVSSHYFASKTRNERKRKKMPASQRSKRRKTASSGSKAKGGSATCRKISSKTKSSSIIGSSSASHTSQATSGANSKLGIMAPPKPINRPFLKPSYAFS
G9a block = blocks human histone lysine methyltransferase G9a; Q96KQ7; 350,000 compounds, 8.8% hits; Potency, µM (top dose mostly 102 µM), for the others: top-dose activity, negative = inhibition, usual class: inhibitors; G9a H3K9 monomethylation, AlphaScreen, 2 h; also: % is scaled to controls: 0 for no effect and ±100 for the full control effect; nearly all actives have a fitted effect of over 75% in size
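AlphaScreen read-out: biotin-H3K9 peptide (500 nM) methylation by 20 nM enzyme with 20 uM SAM, 2 h at room temperature after 15 min compound preincubation; anti-monomethyl H3K9 antibody plus donor/acceptor beads, 10 min dark.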
PGK inhibitor = blocks T. brucei phosphoglycerate kinase | P07378 | PGK/GAPDH coupled, Kinase-Glo luminescence, 60 min | Potency, µM (series often up to 57.5 µM), for the others: at the highest dose activity change, negative = inhibition, hits mostly inhibitors | 380,000 compounds, 0.043% hits | AID 602233; also: % is scaled to controls: 0 for no effect and ±100 for the full control effect; nearly all actives have a fitted effect of over 60% in size
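Luminescent ATP detection (Kinase-Glo Plus) follows a 60-minute room-temperature incubation, with wells lacking PGK as controls. Buffer: 100 mM TEA (pH 7.6), 5 mM MgCl2, 0.01% Tween-20. Coupling enzyme GAPDH (100 nM final) supplies unstable 1,3-BPG in-well.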
JMJD2A Tudor = inhibitors of human JMJD2A Tudor domain. O75164. AlphaScreen JMJD2A-Tudor / H3K4me3 peptide binding. Potency, µM (series often up to 114 µM), without a hit: at the highest dose activity change, negative = inhibition, most hits filed as inhibitors. 390,000 compounds, 4.4% hits. AID 504339; also: % is scaled to controls: 0 for no effect and ±100 for the full control effect; nearly all actives have a fitted effect of over 50% in size
An asterisk follows results filed as active; i = inactive; ? = inconclusive; nt = no result given; [ ] = remark or other dose. Unless noted, calls follow the shape of the dose curve; as a rule, active = well fitted curve in the direction sought with a large enough effect; inconclusive = small, poorly fitted or top-dose-only effect, or another doubt; inactive = no such curve, though single readings can be large; an effect the other way counts as inactive or inconclusive. Potency is read from the fitted curve at half-maximal effect. The list is partial; count on the stated rates, not on these rows.

SMILES	BAZ2B block	Pin1 inh	HP1b binding inh	Pol iota inh	GLS inhibitor	BLM helicase inh	G9a block	PGK inhibitor	JMJD2A Tudor
Cc1c(C2Nc3ccccc3NC3=C2C(=O)CC(C)(C)C3)cnn1C (configuration not stated)	10.3%	?	30.8%	-1.6%	9.7%	-2.9%	?	-0.5%	-2.8%
O=C(c1cc(-c2ccc(Br)cc2)on1)N1CCCC1	3.4%	3.4%	-14.7%	112.6%[activator]	6.6%	-2.1%	19.3%	-5.1%	-14.3%
C=CCn1c(SCC(=O)NC2(C#N)CCCCC2)nnc1-c1ccncc1	-10.6%	-6.3%	44.4%[activator]	-19.4%	-12.7%	nt	-35.6%	-8.5%	10.3%
CCOc1ccc(S(=O)(=O)N(C)c2ccc(OCC(=O)NCCc3ccc(OC)cc3)cc2)cc1	?	8.2%	28.5%	-12.0%	-10.0%	-6.4%	-24.4%	i	-12.6%
COc1ccccc1OCCSc1nc2ccccc2n1CC(=O)N1CCOCC1	-23.3%	8.7%	32.9%	11.8%	2.9%	-1.2%	3.8%[59 µM]	i	-16.6%
COc1ccccc1OCCCCOc1ccccc1F	224.0%[activator]	-0.6%	197.6%[activator]	-10.7%	13.5%	-2.0%	115.8%[activator][59 µM]	8.2%	150.0%[activator]
O=C(NCC1OCCc2ccccc21)c1ccc(NC(=O)c2ccc(Cl)cc2)cc1 (configuration not stated)	-6.4%	18.8%	11.5%	8.5%	1.8%	4.5%	-8.3%	i	-12.6%
CC(C)Cc1cc(C(=O)N2CCCC(CCC(=O)N(C)CCc3ccccn3)C2)no1 (configuration not stated)	8.0%	3.1%	-4.2%	36.1%[activator]	-1.2%	1.6%	nt	-9.3%	-8.5%
COc1ccc(NC(=O)C2=Cc3ccccc3OC2)cc1	-4.8%	6.0%	?	66.7%[activator]	6.7%	-6.8%	6.9%	-2.9%	-9.8%[11.4 µM]
CCOC(=O)CN(C)C(=O)CCc1nnc(-c2ccc(-c3ccccc3)cc2)o1	3.4%	1.4%	28.1%	8.5%	3.7%	-1.4%	6.0%	i	-17.8%
O=C(CSc1nc2ccccc2c(=O)n1-c1ccc(OC(F)F)cc1)NCc1cccs1	7.0%	-3.8%	20.5%	16.6%	2.5%	-0.1%	-1.0%[59 µM]	-12.0%	11.9%
CCCCC(NS(=O)(=O)c1ccc(OC)cc1)C(=O)O (configuration not stated)	8.2%	3.9%	14.7%	5.8%	-4.0%	-5.8%	-1.9%[59 µM]	-8.7%	-22.6%
Cc1cc(C)cc(NC(=O)CCc2nc3ccccc3[nH]2)c1	5.6%	-12.0%	15.3%	5.3%	20.4%	-6.9%	2.5%	5.6%	-4.3%
O=C(Oc1c(Cl)cc(Cl)c2cccnc12)c1cccs1	24.3%	1.0%	124.6%[activator]	?	8.3%	-1.6%	12.6%[59 µM]	5.5%	37.9%[activator]
Cc1cc(NC(=O)C2CCCN(S(=O)(=O)c3c(C)noc3C)C2)no1 (configuration not stated)	5.0%	1.6%	25.4%	28.5%	4.7%	-1.0%	-18.9%	i	-13.8%
N#Cc1cnn2c(-c3ccccc3)ccnc12	8.4%	-14.1%	56.7%	-6.5%	2.2%	3.6%	18.1%[59 µM]	i	4.1%
CCCn1c(/N=C/c2c[nH]c3ccccc23)nc2ccccc21	?	4.0%	-32.2%	?	-2.0%	-6.8%	9.2%[12.7 µM]	i	63.1µM*
CCOc1ccc(N=NC2C(=O)N(C(N)=S)N=C2C)cc1 (configuration not stated)	-11.4%	15.3%	2.2%	4.1%	16.7%	0.8%	-9.1%[0.501 µM]	-0.7%	-31.2%
O=C(Nc1csc(Cc2c(Cl)cccc2Cl)n1)NN1CCOCC1	?	6.4%	54.5%[activator]	1.8%	38.9%[activator]	-4.2%	14.6%	9.3%	-15.2%
COc1ccc(CN2CCN(Cc3cccn3-c3ncccn3)CC2CCO)c(C)c1C (configuration not stated)	-28.7%	-1.9%	3.9%	5.9%	8.6%	0.8%	3.9%	-17.3%	-33.2%
Cc1ccc(NC(=O)CSC2=C(C#N)C(c3ccco3)C3=C(CC(C)(C)CC3=O)N2)cc1 (configuration not stated)	?	15.7%	5.1%	?	11.5%	-13.6%	-44.0%[12.7 µM]	13.6%	?
CCOC(=O)C1CCCN(c2nc3ccccc3nc2C(C#N)C(=O)OCCOC)C1 (configuration not stated)	6.7%	-0.2%	37.7%	22.6%	-1.8%	-13.7%	6.6%[59 µM]	-1.9%	-14.4%
COc1ccc(N(C(C)=O)S(=O)(=O)c2cccc3cccnc23)cc1	-0.1%	-0.1%	8.6%	-0.8%	8.5%	-1.6%	-4.1%[59 µM]	4.2%	-10.9%
C=CCn1cc(C(=O)NCc2ccc3c(c2)OCO3)c(=O)c2cc(S(=O)(=O)N(CC)CC)ccc21	?	18.9%	9.3%	18.0%	1.5%	-5.9%	?	-5.2%	-22.5%
CCCn1c(SCc2nc(N)nc(N3CCCCC3)n2)nc2c1c(=O)n(C)c(=O)n2C	-1.8%	-2.2%	30.4%	-19.2%	0.0%	0.3%	-29.0%	3.4%	-15.5%
CCCCc1ccc(NC(=O)CSc2nnc(CNC(=O)c3ccco3)o2)cc1	-12.4%	-3.9%	23.1%	15.3%	0.0%	-3.2%	-0.1%[59 µM]	6.7%	4.0%
COc1ccc(CCn2c3c(c(=O)[nH]c2=O)C(NC(=O)c2ccccc2OC)(C(F)(F)F)C(=O)N3)cc1OC (configuration not stated)	0.9%	-11.5%	29.1%	-13.7%	-7.5%	0.0%	-10.2%[59 µM]	i	0.7%
COCCNc1nc(CSc2ccccc2)nc2sc(C)c(C)c12	36.8%	0.0%	66.4%[activator]	5.0%	10.7%	-3.0%	22.3%	-4.9%	25.3%
Cc1cccc(C(=O)NCCCNC(=O)c2cccnc2)c1	0.4%	-0.6%	13.2%	4.4%	-9.4%	2.3%	-1.3%	-6.9%	-6.8%
CCOC(=O)N1CCc2c(sc(NCc3cccc(F)c3)c2C(=O)Nc2ccc(OC)cc2OC)C1	?	-11.6%	?	60.2%[activator]	25.3%	-2.3%	?	i	?
O=C(N/C(=C\c1ccccc1)C(=O)N1CCCCC1)c1ccco1	-0.3%	-3.6%	17.6%	2.8%	14.7%	1.5%	-6.6%	4.6%	2.1%
Nc1ccc(-c2cnc3ccccc3n2)cc1	nt	3.1%	70.0%[activator]	69.5%[activator]	7.8%	nt	nt	4.8%	33.8%
O=C(N/N=C/c1cccc([N+](=O)[O-])c1)c1ccc(CN2CCOCC2)cc1	-2.4%	0.5%	45.0%[activator]	-3.1%	4.2%	-2.0%	-6.5%[59 µM]	-4.4%	-25.4%
O=C(O)c1ccc2c(c1)N(Cc1ccccc1)C(=O)c1ccccc1S2=O (configuration not stated)	11.3%	-1.3%	24.5%	-20.8%	25.5%	-3.0%	3.6%[59 µM]	-1.6%	?
CCc1ccc(NC(=O)C2CCC(CNS(=O)(=O)c3ccc4c(c3)CC(C)N4C(C)=O)CC2)cc1 (configuration not stated)	-6.3%	25.2%	38.9%	?	-0.8%	-3.6%	-9.7%[59 µM]	-5.8%	-18.3%
COCCNC(=O)C1CC(=O)N(C2CCCC2)C1 (configuration not stated)	-1.2%	-4.3%	25.1%	34.4%[activator]	15.5%	1.4%	-3.8%[12.7 µM]	4.0%	-10.7%
N#C/C(=C\c1ccc(N2CCCCC2)o1)C(=O)Nc1cccc(Br)c1	-10.1%	?	-3.5%	?	?	-10.3%	?	-10.5%	-0.7%
CC(C)OC(=O)Nc1ccc(-c2ccc(NC(=O)OC(C)C)cc2Cl)c(Cl)c1	-1.7%	12.2%	33.1%	-15.1%	-2.9%	-4.3%	20.1%[12.7 µM]	10.8%	2.1%
COC(=O)CC#N	0.8%	-4.6%	38.2%	18.8%	7.6%	nt	3.7%[0.501 µM]	-1.7%	-15.9%
O=C(NCc1ccc(F)cc1)c1cc(-c2ccncc2)nc2ccccc12	-2.4%	2.1%	?	0.7%	-12.1%	1.3%	-45.5%	-6.2%	-23.4%
COc1cccc(CNS(=O)(=O)c2c(C(=O)N3CCCCCC3)c(C)n(C)c2C)c1	-19.1%[57.1 µM]	-5.3%	-6.2%	4.8%	11.3%	0.3%	12.1%	-3.5%	22.4µM*
Cn1c(N)c(C(=O)COC(=O)c2ccccc2C(=O)c2ccc(Cl)cc2)c(=O)n(C)c1=O	nt	-0.1%	-12.7%	30.0%	-10.5%	nt	nt	-6.0%	-26.2%
COc1ccc(OC)c(CNC(=O)c2ccc3c(c2)c(C)c(C)n3C)c1	35.5µM*	18.7%	-3.1%	5.1%	8.3%	-6.7%	?	7.6%	?
CC(C)Nc1ncnc2c1cnn2Cc1ccc(Cl)cc1	3.9%	2.6%	26.9%	-4.0%	-7.6%	-2.9%	14.8%	nt	-5.7%
CCOC(=O)c1sc(NC(=O)CSc2nnnn2-c2ccc(C)cc2)c(C(=O)OCC)c1C	-6.1%	16.6%	15.5%	22.3%	-14.8%	-1.7%	10.0%[59 µM]	-2.9%	-13.0%
NC(=O)c1ccsc1NC(=O)CN1CCN(S(=O)(=O)c2ccccc2C(F)(F)F)CC1	nt	?	31.5%	13.6%	-3.5%	nt	nt	-5.8%	-15.2%
CCOC(=O)N1CCN(C(=S)Nc2ccccc2C)CC1	11.3%	-11.9%	39.1%	29.0%	5.4%	-0.3%	2.4%[59 µM]	-8.7%	1.4%
Cc1ccc(-c2nc(Nc3ccccc3)n[nH]2)cc1	-3.7%	-4.1%	38.3%	-7.7%	10.7%	-3.5%	-11.1%[59 µM]	-2.4%	16.4%
NC(=O)c1ccsc1NC(=O)CN1C(=O)NC2(CCCCC2)C1=O	-13.8%	?	46.5%[activator]	?	-1.1%	nt	12.7%[12.7 µM]	5.3%	-10.7%
